IMP-1 inh = blocks Pseudomonas aeruginosa IMP-1 metallo-beta-lactamase. inhibition, % at 5.6 µM. 290,000 tested, 0.45% active. purified IMP-1, nitrocefin hydrolysis, epi-absorbance fluorescence. AID 1556;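 active = inhibition above the mean plus 3 SD of all compounds in the same screening run, cut at about 4.5% in these data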;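 note: 0% = IMP-1 with DMSO and 100% = DMSO wells lacking enzyme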
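system = purified recombinant IMP-1 beta-lactamase | amount = 0.2 nM IMP-1, as dispensed | medium = HEPES buffer pH 7.1 with ZnSO4 and Brij 35 | times = 25 °C, 15 min preincubation, 25 min reaction | detection = plate fluorescence quenching by hydrolysis product, ex 480/em 530 nm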
SUMO HTRF inh = blocks human SUMOylation mediated by UBC9 | P63279 | HTRF SUMOylation assay, SAE1/SAE2 + UBC9, in vitro | inhibition, % at 35 µM | 290,000 tested, 0.36% active; in the data active = inhibition above about 50%, passing the limit was not always enough; note: strong numbers were not always called active
Target sequence (P63279 whole entry, looked up): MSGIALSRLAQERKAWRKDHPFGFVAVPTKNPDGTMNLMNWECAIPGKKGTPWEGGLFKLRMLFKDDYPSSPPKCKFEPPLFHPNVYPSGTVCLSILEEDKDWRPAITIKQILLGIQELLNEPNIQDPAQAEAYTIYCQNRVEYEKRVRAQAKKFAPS
NALP1 yeast inh = blocks the NALP1 inflammasome reconstituted in yeast | 280,000 tested, 0.61% active | inhibition, % at 10 µM | S. cerevisiae NALP1/ASC/caspase-1 growth, X-gal OD620, 72 h; in the data active = inhibition mostly above about 24%, no sharp cut-off; inactive = mostly below about 32%; note: some compounds called inactive have numbers as strong as hits
VIM-2 inh = blocks Pseudomonas aeruginosa VIM-2 metallo-beta-lactamase. inhibition, % at 5.6 µM. purified VIM-2, nitrocefin hydrolysis, epi-absorbance fluorescence. 290,000 tested, 0.89% active. AID 1527;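 active = inhibition above the mean of all tested compounds plus 3 SD, cutoff set per screening run, cut at about 7.5% in these data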;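 note: red hydrolysis product quenches plate fluorescence so inhibitors raise well fluorescence; 0% = enzyme with DMSO and 100% = DMSO without enzyme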
M18AAP inhibitor = PfM18AAP enzyme inhibition. recombinant PfM18AAP, H-Glu-NHMec fluorogenic cleavage. inhibition, % at 7.35 µM. 290,000 tested, 1.2% active. AID 1822;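 active = inhibition above the campaign mean inhibition over all tested compounds plus 3 SD, cut at about 28% in these data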;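 note: 0% = plate median of test compound wells and 100% = 2 mM ZnCl2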
MEKK2 WT-MEK5 = raises or lowers MEK5 binding to wildtype human MEKK2 PB1 domain; bead flow cytometry, Alexa488-MEK5 binding to MEKK2 WT; actives lie on both sides; binding response (% of control), % at 10 µM; 290,000 tested, 1.1% active; in the data active = binding response below about 67% or above about 130%
MEKK2mut PB1 HTS = signal of MEK5 binding to mutant human MEKK2 PB1 domain | bead flow cytometry, Alexa488-MEK5 binding to MEKK2 mutant | percent response, % at 10 µM | 290,000 tested, 0.35% active; in the data active = percent response above about 24%, passing the limit was not always enough; note: inactives centre near 1; some results filed as inactive read as strong as hits
DNA FID counter = displaces DNA intercalator in HCV helicase counter-screen; AID 1845; inhibition, % at 7.9 µM; DNA fluorescent intercalator displacement, fluorescence; 290,000 tested, 0.17% active; in the data active = inhibition above about 37%;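 note: 0% = vehicle and 100% = reference compound; higher means more ethidium bromide displaced from hairpin DNA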
NS3 helicase inh = HCV NS3 helicase inhibition | NS3 helicase DNA unwinding, Cy5 molecular beacon fluorescence | inhibition, % at 10.9 µM | AID 1800 | 290,000 tested, 0.56% active;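 active = inhibition above the mean of all tested compounds plus 3 SD, set per campaign, cut at about 35% in these data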;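 note: 0% = DMSO wells and 100% = thioflavine S control wells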
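System: HCV NS3 helicase fragment; control set: DMSO and thioflavine S; technique: Cy5 fluorescence at 0 and 60 min, beacon hairpin quenching; reagent: beacon DNA duplex substrate plus ATP; replicates: singlicate; schedule: 1 h reaction at 25 °C, ATP-initiated; medium: MOPS buffer pH 6.5 with MgCl2, DTT, Tween20, BSA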
* hit, by the source's call; · = no result given.

SMILES	IMP-1 inh	SUMO HTRF inh	NALP1 yeast inh	VIM-2 inh	M18AAP inhibitor	MEKK2 WT-MEK5	MEKK2mut PB1 HTS	DNA FID counter	NS3 helicase inh
Cc1ccc(/C=N/NC(=O)CNC(=O)c2ccc(S(=O)(=O)N(C)C)cc2)cc1	-1.8	16.1	-13.4	-2.5	0.9	·	·	-9.5	-3.7
CN1C(=O)N(C)C2(c3ccccc3)NC(=O)NC12c1ccccc1 (stereo not drawn)	-4.5	18.9	11.8	-2.7	9.4	100.0	4.0	0.4	7.5
O=C(Cn1nnc(-c2ccc(S(=O)(=O)N3CCCC3)cc2)n1)Nc1ccccc1-n1cccc1	-0.5	-24.3	-2.6	-0.7	-1.9	92.0	-3.0	1.5	7.0
O=C(Cn1ncc2c([nH]c3ccccc32)c1=O)NCCc1ccc(Cl)cc1	-0.6	47.3	18.8	0.2	-12.6	107.0	3.0	-15.4	-12.0
COc1ccc2nc(NC(=O)c3cnccn3)sc2c1	-5.8	11.9	27.0	-0.9	-7.0	98.0	2.0	-3.1	12.9
CCOC(=O)C1CCCN(c2c(NCCCN3CCCC(C)C3)c(=O)c2=O)C1 (stereo not drawn)	-1.8	7.9	6.0	-0.4	-1.5	98.0	5.0	0.5	-1.3
COc1ccc(CC(=O)NNC(=O)c2cc(C)[nH]n2)cc1	-0.2	15.3	6.7	0.5	-9.6	101.0	4.0	-2.8	1.5
COc1ccc(C(CNC(=O)CSc2ccccc2C)N(C)C)cc1 (stereo not drawn)	-0.8	0.6	25.4	-1.9	-2.8	99.0	-5.0	6.6	-8.2
c1ccc2c(Nc3nc4c(s3)CCCC4)cccc2c1	1.2	0.0	15.9	-0.4	18.4	111.0	6.0	-0.9	-15.9
O=C(CNS(=O)(=O)c1ccc(Br)cc1)OCc1cc(=O)n2cc(Br)ccc2n1	1.3	-1.4	10.7	1.5	-4.9	99.0	-2.0	-11.5	-1.3
COc1ccccc1P(=O)(Cc1ccccc1)c1ccccc1 (stereo not drawn)	-3.4	4.8	12.7	-3.4	4.8	106.0	6.0	-28.3	8.9
CN1CCN(NC(=S)Nc2ccccc2)CC1	-2.6	4.9	-2.4	-3.2	0.0	94.0	-7.0	-1.2	4.7
CC(C)C1=C2CCCCC2NC(=O)N1 (stereo not drawn)	-4.6	-2.4	13.6	-4.4	-15.2	98.0	5.0	-1.5	-0.3
CCOc1ccc(-c2nc(CCl)cs2)cc1	-0.3	4.0	6.1	-1.3	-6.3	101.0	-6.0	2.2	5.2
CC(=O)c1ccc(Oc2cc(C(F)(F)F)cnc2C(N)=O)cc1	-2.5	-13.7	4.4	-3.4	1.3	96.0	-2.0	0.9	-4.2
Cc1cccc(NC(=O)Cn2c(=O)n(CC3CCCO3)c(=O)c3ccccc32)c1 (stereo not drawn)	-2.0	1.2	25.8	0.2	-3.5	97.0	-2.0	-17.8	9.6
Fc1cccc(-c2cc3nc4c(c(N5CCOCC5)n3n2)CCCC4)c1	-1.0	11.9	19.8	-2.8	-2.2	73.0	-9.0	-9.1	0.0
Cc1ccc(NC(=S)N(CCN2CCCCC2)Cc2ccco2)cc1C	-1.3	20.9	8.1	-0.1	-1.1	97.0	-3.0	1.2	-3.2
CC1=C(C(=O)OC(C)C)C(C)C(C(=O)OC(C)C)=C(C)N1	-3.0	-0.4	29.3	-0.4	2.7	98.0	2.0	-27.0	5.4
Cc1ccc2nc(N3CCC(C(=O)NC4CCCCC4)CC3)sc2c1	-4.3	4.4	7.5	-1.8	0.6	105.0	4.0	-34.8	1.4
COc1ccc2c(c1)CC[C@@H]1[C@@H]2CC[C@]2(C)C(=O)CC[C@@H]12	-1.3	5.2	22.8	0.8	1.9	101.0	6.0	-1.2	4.1
CC(C)Oc1ccc(C2NC(=O)NC2=O)cc1 (stereo not drawn)	-4.9	5.3	15.5	-2.5	-8.0	107.0	-1.0	-2.7	-2.4
CCc1ccc(OCC2c3cc(OC)c(OC)cc3CCN2C(C)=O)cc1 (stereo not drawn)	-0.3	-4.8	21.9	-2.0	2.5	101.0	-5.0	-35.8	-8.2
COc1ccc(C)cc1N(CC(=O)Nc1ccc(S(=O)(=O)N2CCOCC2)cc1)S(C)(=O)=O	-3.4	2.5	4.4	-1.7	5.9	101.0	6.0	-36.8	-0.7
COc1cc(/C=N/NC(=O)CN2CCOCC2)ccc1OCc1ccccc1	-0.3	-1.6	29.2	-4.1	-3.1	98.0	-1.0	-22.9	3.0
CN(C(=O)CN1CCC(NC(=O)C2CCCCC2)CC1)C1CCCCC1	-3.0	20.8	10.0	-0.8	-9.5	96.0	-4.0	-4.6	7.0
CC(C)CN(CC(C)C)C(=O)CN1C(=O)NC2(CCc3ccccc3C2)C1=O (stereo not drawn)	-1.8	6.2	9.8	-0.7	-1.6	105.0	6.0	-29.5	-7.7
CCOC(=O)N1CCN(C(=O)COc2cccc3c2CCN(Cc2ccc(F)cc2)C3=O)CC1	-0.4	-7.0	20.9	-1.4	-3.3	102.0	12.0	-42.5	-10.0
Cc1ccc(S(=O)(=O)N2CCOCC2)cc1NC(=O)COC(=O)CNC(=O)c1ccccc1	-2.6	-1.0	7.8	-2.1	-1.8	104.0	0.0	-6.6	1.4
CC(C)C(=O)Nc1nnn(C)n1	-1.7	21.3	6.0	-0.8	2.1	108.0	3.0	5.0	-2.6
COc1ccccc1NC(=O)COC(=O)Cc1c[nH]c2ccccc12	-4.3	-9.5	12.3	-0.8	-3.6	101.0	1.0	-8.1	8.0
CCOC(=O)C1ON2CCCCC2C1(O)C(F)(F)F (stereo not drawn)	-3.4	5.9	2.5	0.1	-12.1	96.0	-5.0	-3.2	-7.4
O=C(Nc1ccccc1N1CCCCC1)c1ccc(F)cc1	-1.6	4.7	-8.6	-5.4	7.4	103.0	7.0	-6.7	-2.2
O=[N+]([O-])c1ccccc1S(=O)(=O)N1CCCC(C(F)(F)F)C1 (stereo not drawn)	-1.2	-9.9	15.9	1.2	-0.8	104.0	1.0	-8.3	9.4
Cc1ccccc1-n1c(Cn2c(=O)sc3ccccc32)nnc1SCC(=O)Nc1nccs1	-3.1	3.8	19.6	-2.6	1.4	96.0	-1.0	-8.1	-1.2
Cc1cccc(NC(=O)c2cc(S(=O)(=O)c3ccccc3)ccc2Cl)c1	-1.7	-5.1	-6.8	-0.3	0.6	96.0	-1.0	-19.2	-7.3
CCc1nn(CCCC(=O)NCc2ccccc2Br)c(=O)c2cc3occc3n12	-2.0	42.5	13.8	-1.0	3.1	108.0	4.0	-44.4	-2.9
COc1ccc(NC(=O)CCN2C(=O)c3ccccc3C2=O)cc1	-1.2	8.4	15.1	-1.2	2.7	114.0	10.0	-4.7	1.0
COc1cc(-c2nc3cnccn3c2Nc2c(C)cccc2C)ccc1O	-9.0	12.5	3.7	-1.2	12.5	96.0	1.0	-10.2	2.3
COCCn1c(SCC#N)nnc1-c1ccc([N+](=O)[O-])cc1	-2.3	0.9	4.1	-2.8	5.1	104.0	6.0	-0.5	1.0
Cc1onc(-c2ccccc2)c1C(=O)NCc1ccco1	-3.2	19.2	13.1	-0.9	7.3	103.0	6.0	1.4	3.1
c1ccc(Cn2nnnc2C(c2cccs2)N2CCCCCC2)cc1 (stereo not drawn)	-5.6	6.5	-29.8	0.6	0.5	98.0	0.0	-16.1	-13.0
CC(=O)c1cccc(S(=O)(=O)NCC2CCCCC2)c1	-2.9	-13.6	29.6	-2.4	2.1	99.0	-1.0	-8.1	33.5
COc1ccc(CCCC(=O)N/N=C\c2cccs2)cc1	-4.7	11.5	11.2	-4.1	3.0	97.0	-8.0	-18.4	0.8
Cc1cccc(OCC(=O)Nc2ccc(NC(=O)c3ccccc3)cc2)c1	-1.4	13.4	6.8	-1.9	0.2	101.0	2.0	-21.4	-2.7

Limited to NALP1 yeast inh, MEKK2 WT-MEK5 and VIM-2 inh (3 entries from above):
| Compound | NALP1 yeast inh | MEKK2 WT-MEK5 | VIM-2 inh |
| --- | --- | --- | --- |
| COc1ccccc1P(=O)(Cc1ccccc1)c1ccccc1 (stereo not drawn) | 12.7 | 106.0 | -3.4 |
| COc1ccc(CC(=O)NNC(=O)c2cc(C)[nH]n2)cc1 | 6.7 | 101.0 | 0.5 |
| Cc1onc(-c2ccccc2)c1C(=O)NCc1ccco1 | 13.1 | 103.0 | -0.9 |

Next section.
SMILES	IMP-1 inh	SUMO HTRF inh	NALP1 yeast inh	VIM-2 inh	M18AAP inhibitor	MEKK2 WT-MEK5	MEKK2mut PB1 HTS	DNA FID counter	NS3 helicase inh
CN1C(=O)CC(NNC(=O)c2ccc(Cl)cc2)C1=O (stereo not drawn)	-3.0	-3.5	2.8	-1.3	1.2	97.0	-4.0	0.2	8.6
Cc1oc(C(C)(C)C)cc1C(=O)Nc1ccc(N2CCOCC2)cc1	-1.2	-3.1	-0.7	-3.6	5.8	99.0	-2.0	-29.4	3.0
Cc1ccc(N2CCN(CC(O)COc3ccc([N+](=O)[O-])cc3)CC2)cc1 (stereo not drawn)	-1.5	13.9	7.4	0.3	-5.1	109.0	2.0	12.9	1.1
N#Cc1c(NC(=O)c2ccc([N+](=O)[O-])o2)sc2c1CCC2	-3.1	-15.0	15.7	-0.5	12.8	99.0	-3.0	7.5	5.8
O=C(Nc1ccc(F)cc1)c1oc2ccccc2c1NC(=O)C1CCCC1	-3.8	-17.9	37.6	-4.4	-1.2	109.0	7.0	0.8	-3.2
O=C(NNC(=O)c1ccccc1-n1cccc1)c1ccccc1	-0.9	-1.0	3.4	-3.7	-3.1	98.0	-4.0	1.0	3.5
c1ccc2c(c1)OCC(CNc1ncnc3sccc13)O2 (stereo not drawn)	-3.7	-0.5	43.5	-4.2	-8.1	118.0	11.0	0.0	1.5
CC(C)(C)OC(=O)CNC(=O)c1nc[nH]c1C(=O)N1CCc2ccccc2C1	-1.9	7.0	8.7	-3.5	5.0	107.0	-1.0	-38.5	0.6
COc1ccc(Cl)cc1NC(=O)c1[nH]c(C)c(C(C)=O)c1C	-1.6	6.3	8.4	-1.4	-1.2	103.0	-1.0	-12.5	-3.2
CCSc1ncc(/C=N/Nc2ccc(F)cc2)n1C	-2.6	8.7	15.2	-2.0	-42.0	101.0	2.0	-2.4	2.3
CN(C)S(=O)(=O)c1cccc(C(=O)OCC(=O)N2c3ccccc3NC(=O)C2(C)C)c1	-4.3	14.5	2.1	-4.3	9.3	96.0	-3.0	-28.6	-1.8
CCCC(=O)Nc1ccc2oc(-c3ccc(OC)c(Br)c3)nc2c1	-2.5	16.2	18.1	-2.5	-5.8	102.0	3.0	-7.2	2.9
COc1ccc(NC2=C(Cl)C(=O)N(CCc3ccccc3)C2=O)cc1	-2.8	-12.1	7.5	0.7	-3.1	116.0	11.0	-1.5	-16.0
Cc1ccc2nc3c(cc(C(=O)NCCN4CCOCC4)c(=N)n3CCCN3CCOCC3)c(=O)n2c1	-4.1	27.2	-2.2	8.9*	8.8	102.0	6.0	78.9*	20.4

A few values from the list:
Value for COc1ccc(NC2=C(Cl)C(=O)N(CCc3ccccc3)C2=O)cc1 in VIM-2 inh: 0.7
Value for Cc1ccc2nc3c(cc(C(=O)NCCN4CCOCC4)c(=N)n3CCCN3CCOCC3)c(=O)n2c1 in MEKK2mut PB1 HTS: 6.0
